Screening data: PubChem BioAssay, several laboratories
EphB4 ephrin blk: antagonists of human EphB4-ephrin-B2 interaction; EphB4 LBD / TNYL-RAW-Alexa532 peptide, fluorescence polarization; inhibition, % at 7 µM; 97,000 compounds, 0.15% hits; AID 720;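 active means inhibition above the screen-wide mean inhibition plus 3 SD, cut at about 15% in these data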;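 further: 0% = DMSO wells and 100% = excess unlabeled TNYL-RAW peptide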
Target sequence (P54760 whole entry, looked up, the tested form may be a part): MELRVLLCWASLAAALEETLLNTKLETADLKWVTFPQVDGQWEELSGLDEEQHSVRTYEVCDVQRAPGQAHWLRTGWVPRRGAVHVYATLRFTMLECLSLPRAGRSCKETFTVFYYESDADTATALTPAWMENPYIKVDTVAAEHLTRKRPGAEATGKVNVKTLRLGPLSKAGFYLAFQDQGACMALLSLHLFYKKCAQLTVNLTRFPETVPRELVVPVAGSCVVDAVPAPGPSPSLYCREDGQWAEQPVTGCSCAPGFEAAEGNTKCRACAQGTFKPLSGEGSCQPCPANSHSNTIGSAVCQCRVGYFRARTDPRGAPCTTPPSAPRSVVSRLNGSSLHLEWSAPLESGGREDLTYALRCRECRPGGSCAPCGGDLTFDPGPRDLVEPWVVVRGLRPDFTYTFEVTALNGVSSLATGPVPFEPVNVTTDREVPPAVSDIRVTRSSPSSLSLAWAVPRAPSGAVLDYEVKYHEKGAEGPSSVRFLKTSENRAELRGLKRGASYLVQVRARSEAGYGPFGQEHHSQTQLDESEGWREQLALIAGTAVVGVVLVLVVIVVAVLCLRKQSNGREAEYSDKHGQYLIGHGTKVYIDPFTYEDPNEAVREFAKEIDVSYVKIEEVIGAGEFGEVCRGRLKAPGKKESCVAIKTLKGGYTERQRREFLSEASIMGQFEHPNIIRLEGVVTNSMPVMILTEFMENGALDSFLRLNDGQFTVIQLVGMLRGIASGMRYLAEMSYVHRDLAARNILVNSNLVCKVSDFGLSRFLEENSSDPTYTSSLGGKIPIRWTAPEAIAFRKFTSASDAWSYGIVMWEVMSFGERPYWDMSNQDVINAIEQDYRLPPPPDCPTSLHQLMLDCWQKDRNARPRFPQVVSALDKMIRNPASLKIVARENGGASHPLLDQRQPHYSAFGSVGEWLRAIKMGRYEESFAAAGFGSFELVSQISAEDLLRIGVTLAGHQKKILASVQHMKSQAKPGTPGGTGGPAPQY
PLK1 PBD inh: blocks phosphopeptide binding to human Plk1 polo box domain | Plk1 PBD phosphopeptide binding, fluorescence polarization | 97,000 compounds, 0.13% hits | inhibition, %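 (tested at about 20 µM)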; in the data active means inhibition above about 34%, passing the limit was not always enough
Calb biofilm kill: kills Candida albicans biofilms; C. albicans biofilm + clotrimazole, Alamar Blue; inhibition, % at 6 µM; 85,000 compounds, 0.14% hits;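 active means inhibition above 20%; inactive means inhibition below 20%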;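 further: preformed 24 hr biofilms exposed to compound for 48 hr; 0% = biofilm without compound and 100% = blank killed by clotrimazole plus chlorhexidine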
LYP inh 2: inhibitors of human LYP (PTPN22) phosphatase; Q9Y2R2; recombinant LYP catalytic domain, DiFMUP fluorescence; inhibition, % at 2 µM; 96,000 compounds, 0.21% hits; AID 640;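 active means inhibition at 2 µM at or above a set limit, the screen mean plus 3 SD, cut at about 24% in these data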;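 further: 0% = DMSO with enzyme and 100% = enzyme fully blocked by orthovanadate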
PTPN22 act: LYP (human) phosphatase activation; 96,000 compounds, 0.11% hits; Q9Y2R2; activation, % at 2 µM; recombinant LYP, DiFMUP fluorescence; 0 = plate median, 100 = signal doubled;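 active means activation at 2 µM above a set limit, the mean plus 5 SD, cut at about 37% in these data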
CYP2C9 activ: activators of human CYP2C9. recombinant CYP2C9, luciferin-H conversion, luminescence; active compounds read high; factor 1 = untreated enzyme, 0 = blocked. P11712. activation factor at 5 µM. 96,000 compounds, 1.4% hits;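 active means activation factor of 2 or more for CYP2C9 at a 5 µM dose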;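 further: 0 = sulfaphenazole-blocked wells and 1 = vehicle-only wells; values of inactives mirror those of a sister screen read the other way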
PLK1 kinase inh: PLK1 (human) kinase inhibition; inhibition, % at 10 µM; 97,000 compounds, 0.53% hits; recombinant PLK1 kinase, TR-FRET peptide phosphorylation; P53350;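 active means inhibition of 50% or more in the single-concentration screen; inactive means inhibition below 50%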;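 further: 0% = DMSO max control and 100% = H-89 dihydrochloride min control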
HIV Rev-RRE inh: disrupts HIV-1 Rev binding to RRE RNA | Rev peptide-RRE RNA binding, FRET | 97,000 compounds, 0.79% hits | P05866 | inhibition, % at 8 µM | AID 704;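 active means inhibition above the screen-wide mean plus 3 SD, cut at about 35% in these data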;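 further: 0% = median DMSO wells and 100% = median Neomycin B control wells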
Target sequence (P05866 whole entry, looked up): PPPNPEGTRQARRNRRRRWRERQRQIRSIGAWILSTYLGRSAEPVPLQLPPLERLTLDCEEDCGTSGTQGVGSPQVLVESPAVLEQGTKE
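Test system – labelled RRE RNA duplex and labelled Rev peptide · Reagent – labelled Rev peptide · Doses – one concentration, 8 µM nominal · Incubation – 5 + 15 min at 25 °C · Signal – FRET fluorescence readout · Read-out basis – % inhibition of FRET ratio versus controls · Control set – DMSO wells as 0% and neomycin B wells as 100% inhibition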
CYP2C9 inhib: inhibitors of human CYP2C9 | CYP2C9 Supersomes, luciferin-H conversion, luminescence | 96,000 compounds, 20% hits | inhibition, % at 5 µM | P11712;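 active means blocking of liver enzyme CYP2C9 beyond about 50% at 5 µM, limit read from the data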; further: values of inactives mirror those of a sister screen read the other way
Active calls of the source: *; nt = no result given; [ ] = another dose, or the depositor's remark. No enrichment for hits; about 20% have a hit in one of these screens.

SMILES	EphB4 ephrin blk	PLK1 PBD inh	Calb biofilm kill	LYP inh 2	PTPN22 act	CYP2C9 activ	PLK1 kinase inh	HIV Rev-RRE inh	CYP2C9 inhib
Cc1c(C(=O)NCc2ccccc2)c(-c2ccccc2)nn1-c1ccccc1	-5	20	nt	2	0	0.7	-8	6	34
CCCCOC(=O)c1ccc(NC(=O)Nc2ccc(OC)c(OC)c2)cc1	1	-15	-4	7	-8	0.6	-9	4	39
CCOC(=O)N1CCN(C(=O)C(NS(=O)(=O)c2cccc3nsnc23)c2ccccc2)CC1 (stereo not drawn)	1	-11	9	0	-1	0.3	-6	1	73*
CCCOC(=O)c1ccc(-c2c(C)noc2-c2ccc(OC)cc2O)o1	3	-2	0	-6	5	0.1	-10	13	92*
C=CCC(Nc1ccco1)c1ccccc1 (stereo not drawn)	5	3	3	-10	13	1.1	-6	3	-10
CCn1nnnc1SCC(=O)c1ccc(C)cc1C	1	-1	-2	-4	5	nt	-14	2	nt
CCOC(=O)CSc1nc2sccc2c(=O)[nH]1	5	-7	1	-1	4	0.8	7	5	15
O=C1C2ON(c3ccc(Cl)cc3)C(c3ccco3)C2C(=O)N1c1ccccc1 (stereo not drawn)	-2	13	6	-1	1	0.4	-5	12	58*
CCc1ccc(NC2=NC(C(=O)NC3CCCCC3)CC(=O)N2)cc1 (stereo not drawn)	-4	8	6	8	-6	1.2	-7	-1	-24
COc1cc(NS(=O)(=O)c2ccc(Br)s2)cc(OC)c1	2	7	7	1	0	0	-7	5	96*
Cc1cc2cc(CCNC(=O)C(C)C)c(=O)[nH]c2cc1C	3	0	2	6	-5	nt	-8	7	nt
CCN(CC)S(=O)(=O)c1cccc(C(=O)N2CC(O)CC2C(=O)OC)c1 (stereo not drawn)	6	2	-4	7	-3	1	-15	7	2
CC(C)C1N=C2c3ccccc3N=C(SCC(=O)c3ccc(O)c(O)c3)N2C1=O (stereo not drawn)	-1	22	3	21	-22	0.5	-6	4	51*
COCCNC(=O)C(c1ccccc1)N(CCOC)C(=O)Cn1nnc2ccccc21 (stereo not drawn)	7	-24	7	-4	4	0.8	-15	6	23
Cc1ccc(Cn2ccc(NC(=O)c3cc(C)on3)n2)cc1	-4	22	4	-20	17	0.4	4	3	62*
CCCCOCCCNS(=O)(=O)Cc1ccccc1	-6	8	nt	-6	5	0.9	-9	-2	6
C[n+]1cnn2c1SCC1(COC1)C2	6	-6	4	0	-1	1	-8	8	4
O=C(O)CSCc1c(F)cccc1Cl	3	-12	6	6	-9	nt	-11	5	nt
O=C(O)CC(C(=O)OCC1CCCO1)N1CCOCC1 (stereo not drawn)	-2	13	2	4	-6	1	-12	2	5
COc1ccc(N2CCN(C(=O)CSc3nc4c(c(=O)n(C)c(=O)n4C)n3C(C)C)CC2)cc1	-4	-17	0	1	2	0.6	-13	-1	36
CC(C)c1ccc2c(c1)C(=O)NC(C)(C)C2	-7	10	2	-7	6	1.1	-25	-2	-9
O=C1CC(SCc2nc3ccccc3[nH]2)C(=O)N1c1ccc(F)cc1 (stereo not drawn)	-8	-2	5	-16	11	1	-5	0	0
COc1ccc(C)cc1NC(=O)CSc1nnc(-c2ccco2)n1N	4	3	4	-2	-1	1.2	-10	8	-17
c1ccc(OCCSc2nc3ccccc3o2)cc1	-1	-31	6	3	-6	0.9	-10	11	5
CC(=O)OC(C)(C)C#CCN1CCCC1	-6	-9	5	7	-7	1.1	-5	11	-11
O=C(Cn1ccc2ccccc2c1=O)N1CCN(c2cccc(Cl)c2)CC1	0	6	4	-21	18	1.5	-14	1	-48
O=C(Nc1ccc(Br)cc1)c1cnccn1	-7	-7	3	-9	7	0.8	-14	7	20
Cc1cc(C(=O)CSc2nnnn2-c2ccccc2)c(C)n1CCc1ccccc1	-3	5	3	7	-6	1.1	-4	2	-6
Oc1c(Cl)cc(Cl)cc1/C=N/c1nccs1	-3	8	7	-2	4	0.9	-4	23	11
C=CCn1c(SCc2ccc(C#N)cc2)nnc1-c1ccccc1	3	-10	-1	0	1	1.1	-5	6	-11

A different layout for 11 compounds above.
compound,EphB4 ephrin blk,PLK1 PBD inh,Calb biofilm kill,LYP inh 2,PTPN22 act,CYP2C9 activ,PLK1 kinase inh,HIV Rev-RRE inh,CYP2C9 inhib
C[n+]1cnn2c1SCC1(COC1)C2,6,-6,4,0,-1,1,-8,8,4
O=C(O)CSCc1c(F)cccc1Cl,3,-12,6,6,-9,nt,-11,5,nt
O=C(O)CC(C(=O)OCC1CCCO1)N1CCOCC1 (stereo not drawn),-2,13,2,4,-6,1,-12,2,5
COc1ccc(N2CCN(C(=O)CSc3nc4c(c(=O)n(C)c(=O)n4C)n3C(C)C)CC2)cc1,-4,-17,0,1,2,0.6,-13,-1,36
CC(C)c1ccc2c(c1)C(=O)NC(C)(C)C2,-7,10,2,-7,6,1.1,-25,-2,-9
O=C1CC(SCc2nc3ccccc3[nH]2)C(=O)N1c1ccc(F)cc1 (stereo not drawn),-8,-2,5,-16,11,1,-5,0,0
COc1ccc(C)cc1NC(=O)CSc1nnc(-c2ccco2)n1N,4,3,4,-2,-1,1.2,-10,8,-17
c1ccc(OCCSc2nc3ccccc3o2)cc1,-1,-31,6,3,-6,0.9,-10,11,5
CC(=O)OC(C)(C)C#CCN1CCCC1,-6,-9,5,7,-7,1.1,-5,11,-11
O=C(Cn1ccc2ccccc2c1=O)N1CCN(c2cccc(Cl)c2)CC1,0,6,4,-21,18,1.5,-14,1,-48
O=C(Nc1ccc(Br)cc1)c1cnccn1,-7,-7,3,-9,7,0.8,-14,7,20

(list continues)
SMILES	EphB4 ephrin blk	PLK1 PBD inh	Calb biofilm kill	LYP inh 2	PTPN22 act	CYP2C9 activ	PLK1 kinase inh	HIV Rev-RRE inh	CYP2C9 inhib
COc1ccc(Oc2c(Cl)cnn(-c3ccc(F)cc3)c2=O)cc1	7	-5	nt	-8	5	1	-8	2	1
CCOC(=O)CSCC(=O)Nc1ccc(S(=O)(=O)N2CCCCC2)cc1	-3	-33	4	1	1	0.1	-8	-2	88*
Cn1c(=O)c(=O)n(C)c2cc(S(=O)(=O)N3CCCCCC3)ccc21	7	8	5	6	-8	1	-2	6	5
CC(=O)NNC(=O)c1ccncc1	-3	-7	9	-4	4	nt	-8	4	nt
Cc1nnc2c3ccccc3c(-c3ccc(O)cc3)nn12	-2	0	4	1	-2	1.1	-1	5	-10
COc1ccccc1OCC(=O)Nc1ccc(S(=O)(=O)Nc2nc(C)cc(C)n2)cc1	5	-37	6	8	-9	0.3	-10	4	70*
CCc1ccc(NC(=O)C2CC(=O)N(C(C)C)C2)cc1 (stereo not drawn)	8	-11	8	7	-4	1.2	-17	3	-20
O=C1NC(=S)N/C1=C/c1cc([N+](=O)[O-])ccc1O	-1	-35	0	2	-2	0.7	-5	111*[fluorescence artefact?]	33
CCOc1cc(NS(=O)(=O)c2ccc(OC)cc2)c(OCC)cc1NC(=O)c1ccco1	1	-6	4	-6	3	nt	-6	13	nt
Cc1ccc(C)c(NC(=O)CSc2nnc(-c3ccccc3C)o2)c1	1	-30	6	7	-9	0.9	-11	15	14
Cc1ccc2c(c1)cc(CN(Cc1cccnc1)C(=O)NCc1ccccc1)c1nnnn12	1	-8	6	11	-8	0.3	-2	6	65*
O=C(Nc1ccc2oc(-c3ccccc3)nc2c1)c1ccccc1F	9	-12	9	-6	6	nt	-10	1	nt
CC(=O)Nc1ccc(S(=O)(=O)N2CCC(NC(=O)c3ccco3)CC2)cc1	0	-4	8	0	-2	0.7	-7	3	26
O=[N+]([O-])c1ccc(Cl)c(/C=N/N2CCN(Cc3ccc(Cl)cc3)CC2)c1	-1	2	2	-5	7	1.3	-3	-2	-28
CCOC(=O)N1CCC(Nc2c(N3CCN(c4cc(Cl)ccc4C)CC3)c(=O)c2=O)CC1	-4	-6	-13	-7	4	0.8	-6	2	20
Cn1c(SCC(=O)O)nc2ccccc2c1=O	7	-1	8	6	-8	1	-9	7	-4
CC1CCN(C(=O)C2CCC(CNS(=O)(=O)c3cccc4cccnc34)CC2)CC1 (stereo not drawn)	-8	-2	11	-4	1	2.9*	-16	9	-191
Cc1nn(Cc2ccc(Cl)cc2)c2sc(C(=O)OCC(N)=O)cc12	8	-1	-4	-1	3	0.2	-2	7	76*
CCN(CC)Cc1cc(C(C)=O)ccc1O	6	-8	2	14	-11	1.1	-5	10	-7
O=C(CCCSc1nnc(SCCCC(=O)c2ccc(F)cc2)s1)c1ccc(F)cc1	0	-11	nt	14	-11	0.2	-10	16	76*
Cc1nc(S(=O)(=O)c2ccc(Cl)cc2Cl)nc2c1CCC2	-3	-22	nt	4	0	1.4	-8	3	-38
CCOC(=O)c1ccccc1NC(=O)CSc1cccc[n+]1[O-]	-2	-2	6	8	-6	1.2	-9	2	-16
COc1ccc(-c2csc(N3CCOCC3)n2)cc1OC	3	2	-4	-1	1	0.7	-20	0	27
COc1ccc(OC)c(NC(=O)CSC2=NCCS2)c1	0	-5	0	5	-2	0.9	-8	5	5
O=C(/C=N/O)Nc1ccc(F)cc1	-2	-16	4	-8	5	1.1	-2	5	-12
O=C(C1CC1)N1CCC(C(O)(c2ccccc2)c2ccccc2)CC1	0	-45	nt	4	-5	0.4	-10	2	61*
O=C(Cn1cnc2c(nnn2-c2ccc(F)cc2)c1=O)N1CCCC1	0	15	10	-5	4	1.1	-3	2	-14
CCCCCCOC1(c2ccccc2)OC(=O)c2ccccc21 (stereo not drawn)	-1	-8	nt	5	-3	0.4	-4	23	62*
CCC(=O)NCCN1CCN(C(=O)CC)CC1	1	11	4	-3	2	1.2	-10	8	-16
O=C(OCCN1CCOCC1)c1ccc(OCCN2CCOCC2)cc1	-6	-3	8	-4	4	1	-3	3	3

Shown with two lines to a compound: entries from further up.
Results follow in this order: EphB4 ephrin blk	PLK1 PBD inh	Calb biofilm kill	LYP inh 2	PTPN22 act	CYP2C9 activ	PLK1 kinase inh	HIV Rev-RRE inh	CYP2C9 inhib
O=C(Cn1cnc2c(nnn2-c2ccc(F)cc2)c1=O)N1CCCC1
    0	15	10	-5	4	1.1	-3	2	-14
O=C(/C=N/O)Nc1ccc(F)cc1
    -2	-16	4	-8	5	1.1	-2	5	-12

(further entries)
SMILES	EphB4 ephrin blk	PLK1 PBD inh	Calb biofilm kill	LYP inh 2	PTPN22 act	CYP2C9 activ	PLK1 kinase inh	HIV Rev-RRE inh	CYP2C9 inhib
CC(C)CN(C(=O)COC(=O)Cn1cnc2ccccc2c1=O)C1CCS(=O)(=O)C1 (stereo not drawn)	8	8	8	-1	-2	1	-16	7	0
CCOC(=O)CSc1nc2ccc(S(=O)(=O)N3CCOCC3)cc2[nH]1	4	12	9	0	0	0.8	-16	9	21
Cc1cccc(CN2CCCC(C(=O)N3CCc4ccccc4C3)C2)c1 (stereo not drawn)	-1	-15	5	-12	10	0.9	-14	3	14
CCc1cccc(NC(=O)Cc2cn(C)c3ccccc23)c1	3	12	2	6	-8	2.8*	3	5	-180
CCN1CCN(C(=O)CN2C(=O)c3cccc4cccc2c34)CC1	-1	-28	4	4	-5	nt	-7	2	nt
O=S(=O)(CCSc1nc2ccccc2s1)c1nc2ccccc2s1	-1	-2	0	-5	2	0.3	-8	10	74*
CN(Cc1nc2ccccc2c(=O)[nH]1)CC(O)COCc1ccco1 (stereo not drawn)	-3	-4	1	-9	9	1.1	-5	2	-8
